Screens (PubChem BioAssay)
HIV peptide binding – cell-free HIV fusion peptide-binding blockers – biochemical, uHTS, fluorescence dequenching, primary screen (AID 1986); 290,000 tested, 0.3% active; cell-free peptide binding, fluorescence dequenching, 30 min; higher % means a stronger effect; inhibition, % at 20 µM, or IC50 in µM where a hit was titrated; in the data active = inhibition mostly above about 52%, no sharp cut-off; inactive = mostly below about 76%; also: some results filed as inactive read as strong as hits
GPR55 activation – GPR55 agonists via beta-arrestin recruitment, primary screen, imaging, U2OS cells, beta-arrestin-GFP redistribution (AID 1961) | U2OS GPR55 beta-arrestin-GFP redistribution imaging; higher % means a stronger effect | one-dose activation, % at 10 µM; EC50 in µM for titrated hits | 290,000 tested, 0.048% active;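 active = activation above 40% with more than 50 cells counted in the well; inconclusive = wells holding fewer than 50 cells, flagged as toxic or sparse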;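 also: U2OS osteosarcoma cells stably expressing GPR55 and beta-arrestin-GFP; plate controls were DMSO negative control for no effect and LPI positive control for full effect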
AID2073 – inhibitors of Mint1-CaV2.2 protein interaction, biochemical, HTRF (AID 2073); inhibition, % at 20 µM, or IC50 in µM where a hit was titrated; HTRF protein-protein interaction, Mint1-CaV2.2; higher % means a stronger effect; 290,000 tested, 0.19% active; in the data active = inhibition mostly above about 51%, no sharp cut-off; inconclusive = no clear call, values can overlap the other calls; inactive = mostly below about 53%; also: some results filed as inactive read as strong as hits
GPR35 arrestin U2OS – GPR35 antagonists blocking zaprinast-driven arrestin recruitment, primary screen, imaging, U2OS, beta-arrestin-GFP, zaprinast agonist (AID 2058) | U2OS GPR35 beta-arrestin-GFP translocation imaging, zaprinast antagonism; higher % means a stronger effect | inhibition, % at 10 µM, or IC50 in µM where a hit was titrated | 290,000 tested, 0.052% active;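 active = inhibition of at least 50% with at least 30 cells and total cytoplasm GFP at most 10,000,000; inconclusive = under 30 cells or total GFP of 10,000,000 plus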
GPR55 antagonists – GPR55 antagonists blocking LPI-driven arrestin recruitment, primary screen, imaging, U2OS, beta-arrestin-GFP, LPI agonist (AID 2013); 290,000 tested, 0.13% active; inhibition, % at 10 µM; hits with a dose series show IC50 in µM; U2OS GPR55 beta-arrestin-GFP translocation imaging, LPI antagonism; higher % means a stronger effect;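 active = spots per cell inhibited over 60%, with over 100 cells counted and total cytoplasm intensity under 500,000; inconclusive = wells with under 100 cells, flagged as likely toxic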;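 also: U2OS cells stably carrying GPR55 and arrestin-GFP stimulated by 5 µM LPI near EC80; imaged beta-arrestin-GFP aggregate spots per cell after agonist stimulation; plate controls were LPI-stimulated DMSO wells for no effect and DMSO wells without LPI for full effect; some results filed as inactive read as strong as hits; confirmed hits need IC50 under 10 µM and bright autofluorescent wells are also inconclusive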
Siah-1 displacement – Siah-1 peptide-binding antagonists, primary screen, biochemical, fluorescence polarization, rhodamine-plectin, uHTS (AID 1817) | Siah-1 / rhodamine-plectin peptide fluorescence polarization; higher % means a stronger effect | displacement, % at 20 µM, or IC50 in µM where a hit was titrated | 290,000 tested, 0.02% active;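 active = displacement of at least 50% at 20 µM, with a fluorescence ratio check between 0.3 and a set limit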;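 also: plate controls were Siah plus tracer with DMSO for no effect and tracer alone without Siah for full effect; strong numbers were not always called active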
NTR1 agonist – NTR1-driven beta-arrestin-GFP spot formation – imaging, U2OS cells, high content, primary screen (AID 493036). P30989. agonist mode. activation, % at 20 µM. 330,000 tested, 0.17% active;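 active = activation at or above 40% of the spot to cytoplasm intensity ratio, with at least 20 cells analyzed; inconclusive = wells under 20 cells, flagged as cytotoxic or low count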;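 also: 0% = DMSO without peptide and 100% = 100 nM NTR1 peptide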
Target sequence (P30989 whole entry, looked up): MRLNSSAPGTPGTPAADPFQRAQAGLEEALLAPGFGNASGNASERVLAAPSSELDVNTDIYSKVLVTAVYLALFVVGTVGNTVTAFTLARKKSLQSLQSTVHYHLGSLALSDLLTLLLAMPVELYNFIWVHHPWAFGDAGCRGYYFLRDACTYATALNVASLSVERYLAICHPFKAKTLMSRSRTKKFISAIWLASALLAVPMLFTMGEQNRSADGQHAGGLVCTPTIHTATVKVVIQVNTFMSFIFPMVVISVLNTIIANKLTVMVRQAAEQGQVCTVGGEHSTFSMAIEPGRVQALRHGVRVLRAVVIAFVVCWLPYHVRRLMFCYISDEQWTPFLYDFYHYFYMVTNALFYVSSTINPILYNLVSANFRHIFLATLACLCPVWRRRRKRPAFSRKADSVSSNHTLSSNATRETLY
K1F lysis inhibition – protection from phage-mediated lysis, alamar blue read-out – E. coli UTI89, K1F phage, bacterial capsule biogenesis inhibitors (AID 488966) | E. coli UTI89 K1F phage lysis, alamar blue, 2 h; higher % means a stronger effect | inhibition, % at 100 µM; hits with a dose series show IC50 in µM | 340,000 tested, 0.02% active;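 active = phage lysis inhibition, versus mean bacterial control, above a set limit; inconclusive = no clear call, values can overlap the other calls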;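 also: capsule biogenesis inhibitors block K1F phage lysis so surviving cells raise fluorescence; higher fluorescence means more inhibition of phage lysis; actives were called in the ten point dose series up to 300 µM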
NS5 inhibitors – flavivirus cap methylation enzyme inhibition – biochemical, confirmation dose response, primary screen (AID 588689); one-dose inhibition, % at 25 µM; IC50 in µM for titrated hits; Dengue-2 NS5 methyltransferase capping enzyme assay, biochemical; higher % means a stronger effect; 340,000 tested, 0.3% active; in the data active = a potency from the dose series; inconclusive = inhibition above about 29% without an active follow-up result
NTR1 agonist cell count 20 µM – second read-out of NTR1 agonist, no call of its own (marks repeat the call); cell count; measured here: cell count, cytotoxicity flag
NS5 inhibitors pilot replicate – also measured in NS5 inhibitors; calls as there; inhibition, %; measured here: pilot screen replicate inhibition
* hit, by the source's call; ? = inconclusive; / = not tested or not shown; [ ] = another dose, or the depositor's remark.

SMILES	HIV peptide binding	GPR55 activation	AID2073	GPR35 arrestin U2OS	GPR55 antagonists	Siah-1 displacement	NTR1 agonist	NTR1 agonist cell count 20 µM	K1F lysis inhibition	NS5 inhibitors	others
COc1ccc(Cl)cc1N1C(=O)[C@@H]2C(c3cccc(OC)c3OC)=NO[C@@H]2C1=O	1.7%	-0.2%	2.0%	2.7%	13.5%	-0.3%	-0.7	85	1.1%	-5.9%
COCCn1c(SCC(=O)Nc2ccc(OC)cc2)nc2c(oc3ccccc32)c1=O	0.6%	-0.1%	50.7%	-2.3%	-7.5%	0.4%	7.1	60	/	/
O=C(Nc1ccon1)c1ccc2c(c1)OCO2	0.6%	-0.2%	9.5%	-6.1%	2.2%	-4.7%	0.2	68	5.1%	2.5%
C=C(C(=O)c1ccccc1)C(C(=C)C(=O)c1ccccc1)c1ccc(OC)cc1	0.1%	3.0%	2.1%	8.2%	11.7%	-3.7%	14.6	74	-0.8%	-9.3%
CC(CC(=O)Nc1nccs1)c1ccccc1 (configuration not stated)	15.9%	-0.1%	2.7%	1.4%	12.8%	10.0%	-0.5	66	0.7%	-4.2%
COc1ccc(C2NC(=S)NC(C)=C2C(=O)N2CCOCC2)cc1 (configuration not stated)	0.4%	-0.4%	-21.4%	-11.3%	11.2%	-0.5%	-0.8	25	-0.6%	-0.8%
ClCc1csc(-c2ccc(Cl)cc2)n1	3.6%	0.5%	-3.0%	8.9%	-8.5%	0.3%	2.7	64	2.2%[50 µM]	2.0%
O=C1CCCc2c1nc(-c1ccccc1F)n2O	0.4%	-0.3%	23.5%	13.5%	6.9%	1.8%	4.9	57	-1.6%	5.4%
COc1ccc(CCNC(=O)CCn2cccc2)cc1OC	-0.6%	0.0%	-5.5%	3.2%	16.0%	3.2%	0.2	45	1.1%	-2.7%
COc1cc(C(=O)NCCc2ccc(S(N)(=O)=O)cc2)cc(OC)c1OC	-0.8%	-0.2%	-8.8%	4.3%	-1.5%	1.8%	5.9	89	2.6%	-3.2%
CC(=O)c1ccc(NC(=O)CCOc2cc(C)ccc2C)cc1	-0.7%	-0.2%	-1.2%	-4.8%	-8.3%	2.7%	2.3	66	-0.9%	-1.5%
N#Cc1ccccc1OCC(=O)Nc1c(C(=O)C2CC2)oc2ccccc12	2.5%	0.2%	17.1%	4.9%	11.9%	1.4%	7.7	101	0.3%	1.6%
CC(C)c1nnc(NC(=O)CSc2nnc(-c3ccco3)o2)s1	-0.4%	-0.1%	7.4%	14.5%	2.2%	-0.2%	0.5	49	0.2%	-6.0%
O=S(=O)(c1ccc(-n2cnnn2)cc1)N1CCN(c2ccccc2F)CC1	-0.7%	-0.1%	14.2%	9.4%	-1.8%	-6.8%	1.3	60	0.3%	-1.8%
CCC(=O)Nc1cccc(NC(=O)CSc2nnnn2C2CCCC2)c1	10.1%	-0.2%	0.4%	-13.4%	-8.1%	-1.4%	-0.9	64	2.4%	-2.0%
CN(Cc1ccccc1)C(=O)CCC1CCN(C(=O)CC2=CCCCC2)CC1	-1.3%	-0.2%	3.5%	-3.8%	0.7%	1.6%	0.1	63	-0.1%	-6.2%
CC(C)c1ccc(C(=O)NN2CCOCC2)cc1	-0.8%	0.0%	4.0%	-6.9%	5.8%	3.2%	1.9	67	2.1%[50 µM]	-2.6%
O=C(COC(=O)c1ccc([N+](=O)[O-])s1)Nc1ccccc1	-2.1%	-0.3%	2.9%	-0.8%	12.4%	21.9%	4.8	64	-0.6%	-6.4%
COc1cc(C)c(Cl)c(C)c1S(=O)(=O)NCc1ccc2c(c1)OCO2	0.7%	0.0%	0.3%	5.7%	7.0%	-0.9%	4.0	49	0.9%	-7.1%
CN(C)c1ccc(P(=O)(Nc2ccc([N+](=O)[O-])cc2)N2CCOCC2)c(NC(=O)c2cccs2)c1 (configuration not stated)	2.4%	0.2%	9.4%	-20.8%	8.5%	8.8%	2.4	53	4.6%	4.4%
CCOc1ccc(NC(=O)CCC(=O)N/N=C/c2ccc3c(c2)OCO3)cc1	1.9%	0.0%	36.0%	-23.7%	2.2%	12.0%	-0.4	90	-0.1%	-20.0%
Cc1cccc(NC(=O)CCN2CCCCC2)c1	1.9%	-0.2%	8.3%	-5.7%	6.1%	13.0%	-1.9	55	-0.8%	-3.1%
CCCCN(CCCC)NC(=O)c1ccccc1	-1.5%	0.9%	-2.7%	-9.0%	-2.6%	-4.5%	-1.1	37	-0.1%	-7.0%
CCOc1ccc(NC(=O)/C(C#N)=C/c2ccc(N3CCCC3)c(C)c2)cc1	12.8%	0.0%	36.5%	-1.8%	-2.8%	1.6%	/	/	0.6%[50 µM]	2.6%
O=C(NCC(c1cccnc1)N1CCN(c2ccc(F)cc2)CC1)OCc1ccccc1 (configuration not stated)	-4.0%	-0.1%	-3.7%	7.8%	2.9%	-3.2%	-0.3	33	-0.3%	3.9%
COc1ccc2nc3oc(C(=O)NCCCOC(C)C)cc3cc2c1	0.9%	0.0%	29.4%	-7.8%	19.3%	3.6%	2.0	84	0.1%	-5.9%
Cc1nnc(SCCc2ccccc2)[nH]c1=O	1.7%	0.2%	3.0%	4.1%	-2.6%	-0.4%	-0.1	78	0.1%	17.1%
CCOC(=O)CC1=CSC2=NS(=O)(=O)CCN12	1.4%	-0.3%	-6.1%	-4.1%	-13.5%	-4.6%	1.8	42	4.2%	1.6%
COCCN(C(=O)Cn1nnc2ccccc21)C(C(=O)NC1CCCCC1)c1ccc(OC)cc1OC (configuration not stated)	-2.5%	0.4%	-0.4%	10.9%	-4.1%	18.0%	-0.8	80	-0.4%	2.4%
Cc1[nH]c2ccc(C(C)C)cc2c1CC(=O)O	4.3%	0.7%	9.8%	-1.6%	8.8%	16.6%	-0.4	50	/	/
O=C(c1ccc2c(c1)OCO2)N1CCN(S(=O)(=O)N2CCCCC2)CC1	-1.1%	0.0%	9.2%	16.8%	2.1%	-4.8%	1.0	42	0.8%	-6.7%
CCOc1ccc(N2CC(C(=O)N3CCc4ccccc4C3)CC2=O)cc1 (configuration not stated)	-1.2%	-0.1%	-2.9%	-2.8%	-4.8%	-0.6%	1.4	44	0.5%	8.6%
CCN(CCNC(=O)C1CCC(=O)N1Cc1ccc(C)cc1)c1ccccc1 (configuration not stated)	-0.9%	-0.6%	-10.2%	-15.6%	8.5%	-2.1%	-0.2	58	-0.2%	-5.9%
Cn1cccc1C(=O)NC(=O)COC(=O)c1ccc(O)cc1	-3.1%	0.2%	35.2%	-14.5%	3.1%	-6.3%	0.5	62	0.1%	-3.5%
O=S(=O)(c1ccccc1)N1CCN(c2cccc(Cl)c2)CC1	-0.3%	0.3%	1.7%	-0.6%	2.3%	0.7%	1.6	57	0.4%	5.3%
COc1ccc(S(=O)(=O)NCCC(=O)N2CCCC2)cc1N(C)S(C)(=O)=O	-0.9%	-0.2%	-9.3%	8.3%	-11.9%	9.6%	-3.0	59	0.9%	-3.6%
Nc1[nH]n2c(=O)c3c(nc2c1N=Nc1ccccc1)CCCC3	-3.3%	-0.2%	-11.2%	-3.4%	24.1%	-1.5%	6.7	58	0.1%	-6.9%
CCOC(=O)C1CCCN(CC(=O)NC2=Nc3ccccc3N=C(C)C2c2ccccc2)C1 (configuration not stated)	-1.0%	-0.1%	-0.2%	-11.6%	3.0%	-2.1%	3.8	92	2.2%	-10.6%
COC(=O)CN(c1cccc(OC)c1)S(C)(=O)=O	-1.1%	-0.2%	2.7%	-0.9%	6.7%	-2.1%	-1.2	52	2.2%	-4.1%
COCCNC(=O)c1ccc(-n2c(SCc3cccnc3)nc3ccccc3c2=O)cc1	-0.7%	-0.7%	2.4%	10.4%	-4.5%	0.0%	0.8	52	-0.3%	-3.8%
COc1cc(Cl)ccc1OCc1cc(C(=O)NCC(C)c2ccccc2)no1 (configuration not stated)	0.8%	-0.1%	-4.0%	-10.8%	-1.2%	1.8%	0.6	51	0.1%	-8.2%
O=C(COC(=O)c1ccc(NS(=O)(=O)c2ccc3c(c2)OCCO3)cc1)NC1CCS(=O)(=O)C1 (configuration not stated)	-1.6%	-0.1%	8.3%	-8.9%	2.5%	-6.9%	-0.7	86	0.2%	-4.4%
COCCOC(=O)c1c(C)oc2ccc(OS(C)(=O)=O)cc12	-1.7%	-0.1%	-6.7%	29.5%	4.8%	1.5%	3.1	47	1.1%	-10.3%
COC(=O)Cc1ccc(NC(=S)NCCCO)cc1	1.6%	-0.1%	-12.8%	6.6%	-5.7%	-3.6%	-2.4	88	0.2%	0.6%	NS5 inhibitors pilot replicate=-1.8
O=C(N/N=C\c1ccc(OCC(=O)N2CCCC2)cc1)C(=O)Nc1ccccc1F	0.7%	0.1%	2.6%	1.7%	8.6%	2.2%	0.6	75	2.4%[50 µM]	-2.6%
CSc1ccc(CN(C)C(=O)c2cccc(S(=O)(=O)NCc3ccccc3)c2)cc1	-0.6%	-0.1%	6.1%	-14.3%	-13.8%	-2.2%	2.3	73	-0.1%	-5.9%
COc1ccc(Br)c(C(=O)OCc2cc(=O)oc3cc(C)ccc23)c1	9.8%	-0.1%	-9.4%	-8.1%	-5.9%	9.7%	1.9	40	0.4%	0.0%
CN1CCN(C2=NCCO2)CC1	-0.4%	-0.1%	1.1%	2.5%	-10.8%	9.7%	/	/	0.4%[50 µM]	-4.6%
COc1ccc(Cl)cc1-c1csc(N)n1	-0.8%	0.2%	?	4.1%	6.1%	2.8%	-0.6	38	0.3%	-13.2%
CCCN(CCC)C(=O)c1oc2ccccc2c1NC(=O)Cc1cccc(OC)c1	-2.0%	-0.1%	10.4%	-1.4%	-2.9%	3.3%	8.2	83	0.0%	-3.3%
C/C(=N\Nc1ccccc1[N+](=O)[O-])c1ccc(N2CCOCC2)cc1	-5.0%	0.1%	7.4%	-3.5%	2.8%	-9.4%	3.8	51	0.1%	-2.9%
Cc1cc2oc(=O)cc(CN3CCC(C)CC3)c2cc1C	1.0%	-0.1%	17.9%	-1.4%	12.4%	-0.3%	1.5	90	-0.7%[50 µM]	-3.6%
COc1ccc(N(C(C)C(=O)N/N=C/c2ccc(OCC(C)C)cc2)S(C)(=O)=O)cc1 (configuration not stated)	-1.2%	-0.3%	8.8%	7.1%	2.7%	5.6%	4.3	48	3.1%	1.4%

An unsorted share of the library. About 1.2% of those tested had a hit in this group.
